# GLP1R ag – agonists of human GLP-1 receptor. Potency, µM (top dose mostly 45.6 µM), without a hit: at the highest dose activation, actives largely listed as activators. P43220. actives 0.007% (n = 380,000). HEK293 GLP-1R CRE-luciferase, luminescence, 4-6 h; cells express a hypersensitive GLP-1R form; also: potency is read from the fitted curve at half-maximal effect; % of control where 0% means no effect
# Target sequence (P43220 whole entry, looked up): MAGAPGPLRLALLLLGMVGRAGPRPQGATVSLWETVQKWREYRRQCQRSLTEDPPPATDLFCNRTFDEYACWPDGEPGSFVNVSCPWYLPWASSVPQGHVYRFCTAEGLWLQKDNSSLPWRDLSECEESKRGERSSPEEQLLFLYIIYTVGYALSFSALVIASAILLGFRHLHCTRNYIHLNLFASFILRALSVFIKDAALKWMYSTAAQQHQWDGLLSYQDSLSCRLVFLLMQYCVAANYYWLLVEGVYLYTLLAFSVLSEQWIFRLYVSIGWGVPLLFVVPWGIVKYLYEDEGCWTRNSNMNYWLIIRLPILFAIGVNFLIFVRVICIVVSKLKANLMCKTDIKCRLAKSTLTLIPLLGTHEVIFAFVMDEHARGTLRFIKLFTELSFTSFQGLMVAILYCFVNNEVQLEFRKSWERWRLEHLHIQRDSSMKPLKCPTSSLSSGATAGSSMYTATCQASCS
# PI5P4K alpha inh – blocks human PI5P4K alpha kinase activity; P48426; PI5P4Kalpha enzyme, ADP-Glo luminescence, 60 min; active compounds read low; max response, %; actives 1.2% (n = 330,000); active = max response of -50% or lower; inconclusive = between -30% and -50%; inactive = -30% or higher; also: value at the top dose of about 77 µM; % is scaled to controls: 0 for no effect and ±100 for the full control effect
#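 Controls without substrate or without enzyme flank wells where PI5P4Kalpha converts substrate using 5 microM ATP (final). Incubation lasts 60 minutes at room temperature; ADP formed is read by ADP-Glo luminescence.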
# HEK293 tox – cytotoxicity in counter-screen for GLP-1R inverse agonists; actives 0.13% (n = 410,000); HEK293 cAMP-luciferase reporter cells, luminescence, 24 h; Potency, µM (doses to about 38.3 µM), inactives show at the top dose activity change, negative = inhibition, usual class: inhibitors;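 also: loss of luciferase light is scored as toxicity; potency is read from the fitted curve at half-maximal effect; % is scaled to controls: 0 for no effect and ±100 for the full control effect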
#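 Seeding density was 200 cells/uL; after overnight-length (12 h) culture, 23 nL compounds went on for 24 h at 37 °C. Readout used a luciferase detection reagent, luminescence taken after 12 min at room temperature.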
# EPAC1 antagonist – EPAC1 (human) antagonism; O95398; EPAC1 GEF assay, Rap1b-BODIPY-GDP exchange fluorescence; Potency, µM (highest dose often 115 µM), without a hit: at the highest dose activity change, negative = inhibition, hits mostly inhibitors; actives 0.14% (n = 360,000); AID 720709;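 also: potency is read from the fitted curve at half-maximal effect; plate controls were vehicle for no effect and positive control for full effect; nearly all actives have a fitted effect of over 50% in size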
# GLP-1R inv ag – acts as inverse agonist at human GLP-1 receptor; P43220; HEK293 GLP-1R CRE-luciferase, luminescence, 24 h; GLP-1R form is constitutively active; Potency, µM (top dose mostly 38.3 µM), for inactives: at the top dose activity change, negative = inhibition, actives largely listed as inhibitors; actives 1.6% (n = 410,000); also: potency is read from the fitted curve at half-maximal effect; % is scaled to controls: 0 for no effect and ±100 for the full control effect; nearly all actives have a fitted effect of over 55% in size
#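 qHTS in 1536-well format: reporter HEK293 cells expressing constitutive GLP-1R activity in DMEM + 10% Nu serum, 24 hr with compounds at 37 deg C, luminescence read after 12 min with detection reagent.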
# EPAC1 agonist – EPAC1 (human) agonism; O95398; EPAC1 agonist qHTS, biochemical assay; response scale: 100% = response to 6.5 mM cAMP; Potency, µM (series often up to 154 µM), for the others: top-dose activation, usual class: activators; actives 0.073% (n = 360,000); AID 720707; also: potency is read from the fitted curve at half-maximal effect; nearly all actives have a fitted effect of over 60% in size
#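 EPAC1 100 nM, Rap1B–BODIPY-GDP 250 nM, unlabeled GDP 50 uM; compound titration; 5 min RT; kinetic read ex480/em540 at 5-min intervals ×30 min; data normalized to 6.5 mM cAMP agonist control.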
# IL-2 act – IL-2 activation; IL-2 activation reporter assay, cell-based qHTS; stimulated with anti-CD3/CD4/CD28 beads; in transgenic mouse T cells; activation, % (series mostly up to about 46 µM); actives 0.065% (n = 360,000); in the data active = activation above about 50%; inconclusive = mostly about 30% to 49%; also: 0% is about no effect
#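 Using fluorescent plate cytometry, EGFP and DsRed are detected in transgenic mouse T cells stimulated 18 h at 37 degrees C with antibody-coated beads after 60 min compound pretreatment.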
# PTHR1 ag – activates the human parathyroid hormone receptor PTHR1; Q03431; HEK293 GP2 PTHR1 cells, GloSensor cAMP luminescence, 1 h; Potency, µM (titrated, usually from 115 µM), for the others: at the top dose activation, actives largely listed as activators; actives 0.075% (n = 410,000); AID 743266; also: potency is read from the fitted curve at half-maximal effect; nearly all actives have a fitted effect of over 55% in size; some results filed as inactive show a strong effect at the top dose; inactives centre near -15; many of its hits are not listed in these tables
#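 HEK-293-derived GP2 cells expressing PTHR1 and a GloSensor cAMP reporter, 3,000/well, plated overnight, given luciferin plus IBMX (each 0.5 mM as added) for 1 h at 37 °C, then compound for 1 h at 37 °C. Luminescence was read after 15 min at room temperature.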
# PLK1 PBD block – blocks phosphopeptide binding to human PLK1 polo-box domain | P53350 | Plk1 PBD binding of FITC phosphopeptide, fluorescence polarization | Potency, µM, for inactives: max response, negative = inhibition, most hits filed as inhibitors | actives 2.8% (n = 360,000) | AID 720504; also: potency is read from the fitted curve at half-maximal effect; series mostly up to about 57 µM; % is scaled to controls: 0 for no effect and ±100 for the full control effect; nearly all actives have a fitted effect of over 65% in size
# Target sequence (P53350 whole entry, looked up, the tested form may be a part): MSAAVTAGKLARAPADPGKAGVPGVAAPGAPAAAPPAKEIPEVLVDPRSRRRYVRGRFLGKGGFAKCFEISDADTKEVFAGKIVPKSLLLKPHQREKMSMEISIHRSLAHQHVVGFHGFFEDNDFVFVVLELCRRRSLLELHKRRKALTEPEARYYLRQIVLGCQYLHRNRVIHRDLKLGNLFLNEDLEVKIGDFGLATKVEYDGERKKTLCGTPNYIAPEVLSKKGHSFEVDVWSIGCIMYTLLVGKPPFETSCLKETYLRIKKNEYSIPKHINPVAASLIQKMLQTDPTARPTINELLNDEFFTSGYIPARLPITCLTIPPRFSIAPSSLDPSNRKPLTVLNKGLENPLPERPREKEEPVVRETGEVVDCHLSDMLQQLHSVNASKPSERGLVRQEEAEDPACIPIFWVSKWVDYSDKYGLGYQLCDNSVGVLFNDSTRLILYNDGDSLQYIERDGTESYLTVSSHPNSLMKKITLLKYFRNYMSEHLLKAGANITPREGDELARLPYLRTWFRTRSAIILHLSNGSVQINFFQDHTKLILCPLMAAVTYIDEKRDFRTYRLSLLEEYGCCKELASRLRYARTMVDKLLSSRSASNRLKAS
# The depositor's hits bear a star; i = inactive; u = inconclusive; x = not tested or not shown; [ ] = dose if it differs, or a comment. Unless noted, calls follow the shape of the dose curve; as a rule, active = well fitted curve in the direction sought with a large enough effect; inconclusive = small, poorly fitted or top-dose-only effect, or another doubt; inactive = no such curve, though single readings can be large; an effect the other way counts as inactive or inconclusive. These rows are one share of the data; the hit share may differ from the screen's.
smiles | GLP1R ag | PI5P4K alpha inh | HEK293 tox | EPAC1 antagonist | GLP-1R inv ag | EPAC1 agonist | IL-2 act | PTHR1 ag | PLK1 PBD block
CC(=O)Nc1ccc(S(=O)(=O)N2CCC(C(=O)NCCc3ccc(Cl)cc3)CC2)cc1 | 3.6% | -2.8 | 14.2% | u | -23.0% | 13.0% | 0.1 | i | 5.8%
CCN(CC)CCN(C(=O)CCOc1ccccc1)c1nc2ccc(F)cc2s1 | -3.6% | -14.1 | -6.5% | 7.3% | -13.4% | -10.7% | -0.2 | u | -10.5%
O=C1C2CCCCC2C(=O)N1c1ccc(S(=O)(=O)Nc2ncccn2)cc1 (stereo not drawn) | -2.8% | -2.2 | 0.3% | -19.5% | 9.5% | 4.8% | 1.7 | i | -2.5%
CCC(CC)C(=O)NCCc1cc2c(OC)ccc(OC)c2[nH]c1=O | 1.5% | 5.5 | 19.0% | -5.2% | 3.1% | -7.6% | 0.0 | -6.9% | -10.7%
Cc1cccc(S(=O)(=O)c2c(C)cc(C)[nH]c2=O)c1 | 15.2% | -2.9 | 16.0% | -6.0% | 49.0%[activator] | 10.7% | 0.0 | i | -10.6%
CCCCc1c(-c2ccccc2OC)ncn1CCc1ccccc1 | 2.7% | 8.4 | -14.5% | -13.5% | u | -9.3% | -1.0 | -43.8%[inhibitor] | -7.6%
CCN(CC)CCNS(=O)(=O)c1ccc(OC)c(Br)c1 | -6.9% | 10.0 | -23.8% | 0.0% | u | 0.0% | -1.6 | -2.4%[57.5 µM] | -6.3%
CCOc1ccc(CN2CCN(Cc3cc4ccccc4o3)CC2CCO)cc1 (stereo not drawn) | 11.0% | 7.0 | -3.7% | -2.2% | u | 4.8% | -0.1 | -48.9%[inhibitor] | -1.3%
C=CCOc1ccc(/C=C/C(=O)OCC(=O)N(C)CC(=O)Nc2ccccc2Cl)cc1 | 19.9% | 0.5 | -5.5% | -8.9% | u | 0.2% | -5.6 | -30.0% | 0.9%
c1ccc(CCc2ccccn2)cc1 | -7.8% | 0.2 | -2.3% | -6.0% | -12.0% | 10.9% | 1.5 | i | -10.3%
CC(=O)N1c2ccc(S(=O)(=O)N3CCCC(C(=O)Nc4cccc(Cl)c4)C3)cc2CC1C (stereo not drawn) | 2.8% | 9.5 | -4.9% | -7.0% | u | 15.1% | -1.9 | -21.9% | 0.6%
C=CCNc1nc(C(=O)OCC(=O)Nc2c(Cl)cccc2C(F)(F)F)cs1 | 5.5% | 0.4 | 1.3% | -10.3% | -1.5% | -6.9% | -0.9 | -36.6%[inhibitor] | -7.4%
NNS(=O)(=O)c1ccc(Cc2ncc(C(F)(F)F)cc2Cl)s1 | -6.7% | 0.5 | -13.7% | 5.6% | -12.5% | 0.8% | -2.5 | i | -3.5%
COc1ccc(NC(=O)c2ccc(S(=O)(=O)N3CCOCC3)o2)cc1 | -7.7% | -0.3 | -0.5% | -16.8% | -20.6% | -2.7% | 1.2 | -8.5% | -5.3%
CCN(CC)CCNC(=O)c1cc(Nc2ccc(OC)c(OC)c2)nc2ccccc12 | 11.2% | 5.9 | -13.4% | -3.5% | u | 16.0% | -2.5 | i | -7.3%
COc1ccc(Cl)c(N2CCN(CCCNC(=O)Nc3ccc(C)cc3)CC2)c1 | -5.2% | 7.7 | -19.9% | -22.9% | u | 9.1% | -0.3 | i | -11.0%
Cc1ccc(SC(C)c2nc(-c3ccncc3)no2)cc1 (stereo not drawn) | 11.1% | -4.4 | -16.1% | 7.1% | u | -5.3% | -0.2 | -11.1%[57.5 µM] | -15.0%
COc1ccccc1OC(C)C(=O)O (stereo not drawn) | -5.2% | x | 2.5% | -0.1% | 0.0% | 6.8% | -0.4 | i | -11.1%
O=C(CN1C(=O)CSc2ccccc21)NC1CCCC1 | -24.7% | -1.5 | -6.2% | 8.2% | 0.4% | 7.8% | 0.5 | u | -10.6%
N#CCCC1(CCC#N)c2ccccc2C(=O)c2ccccc21 | -1.2% | -11.3 | 3.6% | -10.3% | 4.0% | -6.1% | 0.5 | u | -16.8%
Cc1nc(=S)n(-c2ccccc2)[nH]1 | -0.9% | -2.3 | 0.5% | -11.7% | 9.2% | -6.9% | 0.5 | -18.5%[57.5 µM] | -17.9%
Cc1ccc(SCC(=O)O/N=C(\N)c2cccc([N+](=O)[O-])c2)cc1 | -1.0% | 10.3 | -7.0% | -10.9% | 3.0% | 4.7% | -0.2 | i | -22.8%
Fc1ccccc1N1CCN(C(c2ccncc2)c2nnnn2C2CCCC2)CC1 (stereo not drawn) | -1.3% | x | -3.5% | 4.0% | 7.2% | -3.4% | -2.1 | i | -11.6%
COCCCn1c(C(=O)NCCN2CCOCC2)cc2c(=O)n3ccccc3nc21 | -3.4% | 1.0 | 224.9%[activator] | 4.1% | 7.8% | -1.7% | -2.4 | -91.3%[inhibitor] | -0.3%
Oc1[nH]c2ccccc2c1N=Nc1ccccn1 | 0.7% | -0.4 | 0.2% | -0.7% | 1.8% | 2.1% | 1.9 | -6.1% | 0.8%
O=[N+]([O-])c1cc(CN2CCCC2)c2cccnc2c1O | -35.5%[inhibitor] | u | -4.0% | u | 0.0% | -2.8% | -1.6 | -15.5% | -21.6%
CCOC(=O)C1=C(CNCc2ccc(C)cc2)NC(=O)NC1c1ccc(OC)cc1 (stereo not drawn) | 9.6% | 1.4 | u | 7.5% | 12.6µM* | 6.2% | -0.8 | -11.8% | 0.5%
COc1ccc(SC[C@H](Cc2ccccc2)N2CC[C@@H](NC(=O)OCc3ccccc3)CCC2=O)cc1 | 8.7% | 4.6 | -15.5% | -28.9% | u | 9.5% | -2.7 | -5.9% | -7.2%
COc1ccc(C(=O)N(Cc2nc(-c3ccc(C)cc3)no2)C(C)C)cc1OC | 2.6% | 0.2 | -15.8% | -4.9% | 41.0%[activator] | -16.5% | -2.0 | -6.2% | -19.4%
COCCn1c(SCC(=O)Nc2ccc(S(=O)(=O)N3CCOCC3)cc2)nc2ccccc21 | 1.1% | x | -6.9% | 6.1% | 0.0% | 4.8% | -0.5 | -16.7%[57.5 µM] | 1.5%
CCc1c(C)c2ccc(O)c(CN3CCCC3)c2oc1=O | 1.9% | -1.3 | 420.1%[activator] | 5.2% | 3.1% | 0.1% | -0.7 | -7.4% | -6.3%
O=C(Nc1ccc(C(=O)Oc2ccccc2)c(O)c1)c1ccco1 | -13.2% | x | -10.5% | -1.3% | 12.3% | 16.4% | -1.1 | -19.1%[57.5 µM] | -3.4%
CCCNC(=O)c1ccccc1NS(=O)(=O)c1ccc(OC)c(OC)c1 | 14.5% | -2.2 | 18.1% | -12.2% | 8.7% | 1.9% | 0.3 | -21.4% | -5.4%
O=C(O)CCc1ccc(-c2cccs2)n1NC(=O)c1ccc(O)cc1 | -8.1% | x | -10.2% | 6.2% | -8.4% | 5.7% | -1.5 | i | -7.4%
CC(C)[C@H](NC(=O)c1ccccc1Cl)C(=O)OCC(=O)N1CCCCC1 | 0.6% | 3.6 | 4.7% | -16.5% | 12.3% | -2.1% | -0.5 | -23.4% | -13.3%
Cc1cc(C)c(NC(=O)CSCc2c(C)noc2C)c(C)c1 | 6.1% | 6.3 | -13.5% | 18.2% | -10.6% | 0.5% | -5.9 | i | -0.3%
O=C(NCc1ccccc1)C1CCC(=O)N(CCCN2CCCC2=O)C1 (stereo not drawn) | -2.4% | -3.6 | 1.7% | 1.5% | 0.0% | 0.2% | -1.7 | i | -16.7%
CCc1ccc(C(=O)COC(=O)c2cc([N+](=O)[O-])ccc2N2CCOCC2)cc1 | u | 11.4 | u | -18.4% | u | 0.0% | -3.5 | -16.7% | -7.5%
O=c1c2sccc2nc(SCc2cc(=O)n3cc(Br)ccc3n2)n1Cc1ccccn1 | 5.9% | -7.6 | 0.7% | 8.3% | 94.1%[activator] | 12.5% | 2.9 | -17.6% | -9.0%
Cc1ccc(S(=O)(=O)N2CCN(C(=O)CSc3ccc(F)cc3)CC2)cc1 | 17.6% | -9.7 | 6.3% | 6.6% | 10.3% | 6.4% | -0.7 | -12.8% | -6.7%
O=C(CN(C(=O)CCC(=O)Nc1nccs1)c1ccccc1F)NCc1ccc2c(c1)OCO2 | 5.8% | 7.3 | -3.4% | -2.0% | -15.8% | -12.3% | -2.9 | i | -5.0%
CC(=O)c1cccc(NC(=O)CN(c2ccccc2)S(C)(=O)=O)c1 | 0.5% | 1.6 | 1.4% | -3.6% | 16.7% | -1.2% | 0.4 | -48.3%[inhibitor][57.5 µM] | -1.1%
COc1ccc(C(=O)NCC(=O)N2CCN(c3ccc(F)cc3)CC2)cc1 | 2.4% | -2.6 | -13.6% | 8.5% | -20.9% | 0.2% | 0.4 | i | -2.6%
CC(C)c1ccc(NC(=O)[C@@H]2CCC(=O)N2C2OC(=O)c3ccccc32)cc1 (stereo partly drawn) | 4.6% | -5.6 | 5.0% | -12.3% | 6.4% | -13.8% | 0.0 | -30.5% | -8.2%
COc1ccc(OC)c(-n2c(=S)[nH]c3cc(C(=O)N4CCCCC4)ccc3c2=O)c1 | 0.2% | -11.8 | 3.4%[7.66 µM] | -5.8% | -9.0%[7.66 µM] | 8.8% | 3.2 | 0.2% | 2.1%
COc1ccc(NCCc2ccccn2)cc1 | 2.0% | 4.6 | 2.6% | 1.6% | -14.1% | 12.3% | 0.5 | i | -3.9%
COC(=O)c1sc2nc[nH]c(=O)c2c1C | 1.7% | -19.1 | 0.3% | u | 30.8%[activator] | 6.6% | -1.3 | 9.8% | -2.4%
CCn1cc(SCC(=O)NCC2CCCO2)c2ccccc21 (stereo not drawn) | -6.5% | -1.9 | -2.3% | -10.3% | 1.3% | 1.9% | -3.8 | -9.4% | 7.52µM*
C=CCN1C(=O)/C(=C/c2ccc(OC)cc2)S/C1=N/c1nccs1 | 8.1% | 2.6 | 13.7% | -4.4% | 27.0% | 10.2% | 4.2 | i | -8.8%
O=C(O)Cc1c[nH]c2cccc(O)c12 | -3.0% | u | 0.4% | -24.3% | 6.3% | -25.0% | -0.2 | -0.7% | u

# High-throughput results deposited in PubChem BioAssay by National Center for Advancing Translational Sciences (NCATS).
